Screening data from PubChem.
Granule exo inh = LAMP-1 surface exposure blockers, TALL-104 cells – cell-based, flow cytometry, MLPCN library, primary screen | TALL-104 LAMP-1 surface exposure; cells stimulated with thapsigargin and PMA | inhibition, % at 10 µM | 0.66% of 360,000 active | AID 651702, 2012;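 active = inhibition above about 55%, limit read from the data; inconclusive = no clear call, values can overlap the other calls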
H9c2 protect = cardioprotection against H2O2-induced cell death, primary screen, uHTS, H9c2 cells, ATPLite luminescence; H9c2 cardiomyocytes, H2O2 injury protection, 2 h; 0.63% of 360,000 active; protection from H2O2 cell death, % at 20 µM;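 active = compounds giving at least 50% protection of heart cells from peroxide-induced death in the single-dose screen, raw or plate-pattern-corrected value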;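 also: 0% = DMSO wells with peroxide and 100% = DMSO wells without peroxide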
MC4R antag cAMP = MC4R antagonists of cAMP signaling, primary screen, cell-based, TR-FRET, antagonist arm of biased-ligand search | Melanocortin receptor 4 (Homo sapiens), P32245 | MC4R-expressing cells, MTII-stimulated cAMP, LANCE TR-FRET | inhibition, % at 6.5 µM | 0.48% of 360,000 active;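 active = inhibition above its plate's cutoff, the mean of tested wells on that plate plus 3 SD, cut at about 29% in these data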;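 also: 0% = Melanotan II alone and 100% = Melanotan II plus saturating MCL0020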
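System: U2OS-MC4R stable cell line; Technique: Eu-cAMP/anti-cAMP TR-FRET, emission 671 nm; Repeats: single well per compound; Also added: Melanotan II; Dosing: one concentration, 6.5 µM nominal; Schedule: 30-min compound, 1-h challenge, 1-h detection, room temperature.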
N-glyco inh = increase of ERlucT glycosylation luciferase signal, primary screen, N-linked glycosylation inhibitor project, D54 ERlucT cells, luminescence, set 2. D54 ERlucT glycosylation luciferase reporter, 24 h; percent of 100 nM tunicamycin response. AID 588692, 2011. reporter increase, % at 12.5 µM. 0.23% of 360,000 active;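 active = mean luciferase reporter signal, scaled so untreated is 0 and the glycosylation-blocking control 100, at or above a set limit in every replicate; inconclusive = mean reaches the limit but not every replicate does; inactive = mean below the limit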;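 also: luciferase carries N-glycosylation sites so blocking glycosylation raises the light; 0% = median of neutral control wells and 100% = median of 100 nM tunicamycin wells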
ABCB6 inh 2 = ABCB6 transporter inhibitors, primary screen, K562-ABCB6 cells, flow cytometry, MLPCN library. ATP-binding cassette sub-family B member 6 (Homo sapiens), Q9NP58. 0.19% of 360,000 active. AID 602162, 2011. fluorescence ratio to DMSO, % at 10 µM. K562-ABCB6 porphyrin accumulation, 1 h; active compounds read low;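 active = fluorescence ratio to DMSO below 75%, the collection mean minus 3 SD; inconclusive = too few cells collected in the well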;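 also: signal is porphyrin accumulated inside mitochondria; 100% equals median channel fluorescence of DMSO control wells; lower ratio means ABCB6 inhibition with less porphyrin fluorescence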
hiPSC survival = enhancers of single-cell hiPSC survival, primary screen, ATPlite luminescence. AID 602274, 2012. 100% = ROCK inhibitor wells, 0% = DMSO. survival enhancement, % at 20 µM. 0.044% of 360,000 active; in the data active = survival enhancement above about 18%;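 also: cells exposed to compounds for 16 hours before the ATP read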
HTR2A ag = mouse Htr2a agonists via beta-arrestin recruitment, primary screen, cell-based, luminescence. 5-hydroxytryptamine receptor 2A (Mus musculus), P35363. CHO-K1 mHTR2A beta-arrestin complementation; percent of 30 µM serotonin response. activation, % at 7.6 µM. 0.66% of 360,000 active. AID 624169, 2012;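 active = activation above a run cutoff, the mean activation of all tested compounds plus 3 SD, cut at about 14% in these data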;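 also: 0% = plate median of compound wells and 100% = 30 µM serotonin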
MC4R ag barr = MC4R agonists recruiting beta-arrestin, primary screen, cell-based, luminescence, agonist arm of biased-ligand search. 0.98% of 360,000 active. activation, % at 8.9 µM. U2OS MC4R beta-arrestin complementation; percent of melanotan II response, DMSO zero. Melanocortin receptor 4 (Homo sapiens), P32245;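 active = activation above a per-plate cutoff, the mean activation of sample wells on that plate plus 3 SD, cut at about 8% in these data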
aDG glyco act = activators of alpha-DG glycosylation, primary screen, uHTS, Pro5-aDG cells, AlphaScreen. alpha-DG glycosylation AlphaScreen (IIH6); 0% Pro5, 100% B10-LARGE cell signal. activation, % at 10 µM. 0.22% of 360,000 active. AID 624168, 2012;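 active = activation of at least 8% versus controls, or a plate z-score of at least 8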;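 also: Pro5 are CHO cells carrying HIG-tagged alpha-DG that lacks glycosylation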
ABHD5 PLIN5 PPI = ABHD5-PLIN5 interaction inhibitors, primary screen, cell lysate, split luciferase complementation, luminescence; Perilipin-5 (Homo sapiens) + 1-acylglycerol-3-phosphate O-acyltransferase ABHD5 (Homo …; Split G. princeps luciferase complementation, 4 h; inhibition, % at 4 µM; 0.78% of 360,000 active; AID 602281, 2012;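 active = inhibition above the mean inhibition across every tested compound plus 3 SD, cut at about 22% in these data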;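 also: 0% = DMSO only wells and the 100% control is not disclosed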
Target sequence (Q00G26 whole entry, looked up): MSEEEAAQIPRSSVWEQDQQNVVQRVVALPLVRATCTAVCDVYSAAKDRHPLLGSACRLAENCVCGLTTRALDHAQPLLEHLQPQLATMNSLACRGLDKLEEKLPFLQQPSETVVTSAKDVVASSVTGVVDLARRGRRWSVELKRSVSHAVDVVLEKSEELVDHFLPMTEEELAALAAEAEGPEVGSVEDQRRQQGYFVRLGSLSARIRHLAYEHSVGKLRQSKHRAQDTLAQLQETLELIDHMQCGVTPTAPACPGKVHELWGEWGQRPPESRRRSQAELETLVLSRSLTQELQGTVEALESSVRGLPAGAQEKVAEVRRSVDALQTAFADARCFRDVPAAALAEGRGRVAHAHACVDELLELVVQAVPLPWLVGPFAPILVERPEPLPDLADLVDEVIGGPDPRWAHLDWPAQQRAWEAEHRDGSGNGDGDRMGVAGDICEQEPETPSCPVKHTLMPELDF
Target sequence (Q8WTS1 whole entry, looked up): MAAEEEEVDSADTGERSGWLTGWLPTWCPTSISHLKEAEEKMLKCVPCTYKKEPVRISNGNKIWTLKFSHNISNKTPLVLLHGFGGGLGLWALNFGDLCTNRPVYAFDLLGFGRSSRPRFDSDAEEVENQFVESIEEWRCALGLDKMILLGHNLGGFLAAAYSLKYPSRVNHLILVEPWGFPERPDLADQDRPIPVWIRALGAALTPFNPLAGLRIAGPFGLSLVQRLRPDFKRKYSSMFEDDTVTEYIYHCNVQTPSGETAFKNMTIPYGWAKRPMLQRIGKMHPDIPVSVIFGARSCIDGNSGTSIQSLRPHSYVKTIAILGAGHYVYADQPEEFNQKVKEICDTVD
* hit, by the source's call.

What do the screens show for `O=C(NCCS(=O)(=O)N1CCN(c2cccc(Cl)c2)CC1)C1CCCC1`?
Granule exo inh: 0.2; H9c2 protect: -2.6; MC4R antag cAMP: -6.8; N-glyco inh: -1.7; ABCB6 inh 2: 98.0; hiPSC survival: 0.6; HTR2A ag: 6.1; MC4R ag barr: 0.3; aDG glyco act: 0.1; ABHD5 PLIN5 PPI: 1.4

Results for CCCn1c(=O)c2ccccc2n2c(SCCOc3ccccc3)nnc12 ?
Granule exo inh: 0.3; H9c2 protect: 2.1; MC4R antag cAMP: 1.0; N-glyco inh: 1.6; ABCB6 inh 2: 94.0; hiPSC survival: -0.3; HTR2A ag: -3.4; MC4R ag barr: -1.6; aDG glyco act: 0.5; ABHD5 PLIN5 PPI: -1.3

How did Clc1ccc(-c2nnc3n2-c2ccccc2SC3)cc1 do in these assays?
Granule exo inh: -2.7; H9c2 protect: 0.0; MC4R antag cAMP: 1.7; N-glyco inh: -1.1; ABCB6 inh 2: 99.0; hiPSC survival: 0.7; HTR2A ag: -1.6; MC4R ag barr: -1.1; aDG glyco act: 0.0; ABHD5 PLIN5 PPI: -2.5

Results for O=C(O)CSCc1cnn(-c2ccccc2)c1-n1cccc1 ?
Granule exo inh: -3.5; H9c2 protect: -0.8; MC4R antag cAMP: -6.7; N-glyco inh: 1.2; ABCB6 inh 2: 103.0; hiPSC survival: -1.5; HTR2A ag: -3.6; MC4R ag barr: 1.4; aDG glyco act: 0.1; ABHD5 PLIN5 PPI: 5.1

How did CCOC(=O)N1CCC(C(=O)Nc2ccc(OCC)cc2)CC1 do in these assays?
Granule exo inh: -1.4; H9c2 protect: -3.5; MC4R antag cAMP: 1.6; N-glyco inh: 1.4; ABCB6 inh 2: 100.0; hiPSC survival: 1.3; HTR2A ag: -1.2; MC4R ag barr: -0.7; aDG glyco act: 0.1; ABHD5 PLIN5 PPI: -2.5

How did CCCCNC1=NCCS1 do in these assays?
Granule exo inh: -2.0; H9c2 protect: 4.0; MC4R antag cAMP: 8.5; N-glyco inh: -0.8; ABCB6 inh 2: 101.0; hiPSC survival: -0.5; HTR2A ag: 1.8; MC4R ag barr: 0.5; aDG glyco act: 0.0; ABHD5 PLIN5 PPI: 2.5

Results for O=C(COc1ccc2ccccc2c1Br)Nn1cnnc1 ?
Granule exo inh: -1.5; H9c2 protect: 1.8; MC4R antag cAMP: 5.8; N-glyco inh: 0.4; ABCB6 inh 2: 103.0; hiPSC survival: -0.1; HTR2A ag: 0.9; MC4R ag barr: -0.5; aDG glyco act: -0.2; ABHD5 PLIN5 PPI: -0.3

How did O=C(NCCOc1ccccc1)C1CCC(=O)N(Cc2ccc(Cl)cc2)C1 (stereo not drawn) do in these assays?
Granule exo inh: -13.0; H9c2 protect: -4.6; MC4R antag cAMP: -0.3; N-glyco inh: 0.3; ABCB6 inh 2: 92.0; hiPSC survival: -0.1; HTR2A ag: -3.9; MC4R ag barr: -0.2; aDG glyco act: 0.1; ABHD5 PLIN5 PPI: -3.7

How did COC(=O)c1sc2nc(-c3ccccc3)nc(N3CCN(C)CC3)c2c1C do in these assays?
Granule exo inh: 1.7; H9c2 protect: 23.3; MC4R antag cAMP: 8.1; N-glyco inh: 0.4; ABCB6 inh 2: 95.0; hiPSC survival: 6.1; HTR2A ag: -4.9; MC4R ag barr: 0.6; aDG glyco act: 0.2; ABHD5 PLIN5 PPI: 12.6

Results for CC1CCCC(NC(=O)C2CCN(S(=O)(=O)N3CCCCCC3)CC2)C1C (stereo not drawn) ?
Granule exo inh: -0.8; H9c2 protect: 3.2; MC4R antag cAMP: 10.6; N-glyco inh: -1.4; ABCB6 inh 2: 96.0; hiPSC survival: -2.0; HTR2A ag: -1.1; MC4R ag barr: -1.7; aDG glyco act: 0.1; ABHD5 PLIN5 PPI: 1.6

Results for COc1ccccc1N1CC(C(=O)OCc2nc(N)nc(Nc3ccccc3)n2)CC1=O (stereo not drawn) ?
Granule exo inh: 5.6; H9c2 protect: 42.5; MC4R antag cAMP: -1.6; N-glyco inh: -0.4; ABCB6 inh 2: inconclusive; hiPSC survival: 0.8; HTR2A ag: 1.3; MC4R ag barr: 0.9; aDG glyco act: -0.1; ABHD5 PLIN5 PPI: -0.7

How did CCn1c(=O)c2sccc2n(CC(=O)NCCC2=CCCCC2)c1=O do in these assays?
Granule exo inh: 0.2; H9c2 protect: 8.3; MC4R antag cAMP: -2.6; N-glyco inh: 1.2; ABCB6 inh 2: 97.0; hiPSC survival: 0.1; HTR2A ag: 9.7; MC4R ag barr: -0.2; aDG glyco act: 0.0; ABHD5 PLIN5 PPI: 4.1

What do the screens show for `O=C(c1ccc2c(c1)OCO2)N1CCC2(CC1)Oc1ccc(F)cc1C(=O)C21CC(c2cccnc2)=NO1` (stereo not drawn)?
Granule exo inh: 5.4; H9c2 protect: -0.7; MC4R antag cAMP: 11.0; N-glyco inh: -2.6; ABCB6 inh 2: 98.0; hiPSC survival: 0.3; HTR2A ag: 1.5; MC4R ag barr: 1.3; aDG glyco act: -0.4; ABHD5 PLIN5 PPI: -7.9

Results for Cc1cccc(OCC(O)Cn2c(NCc3cccnc3)nc3c2c(=O)[nH]c(=O)n3C)c1 (stereo not drawn) ?
Granule exo inh: 2.1; H9c2 protect: 5.7; MC4R antag cAMP: -4.8; N-glyco inh: 2.2; ABCB6 inh 2: 88.0; hiPSC survival: -4.8; HTR2A ag: 0.0; MC4R ag barr: 0.4; aDG glyco act: -0.2; ABHD5 PLIN5 PPI: -3.4

How did COc1ccc(C(=O)/C=C/c2ccc(OC(=O)c3cc(OC)c(OC)c(OC)c3)cc2)cc1 do in these assays?
Granule exo inh: 29.1; H9c2 protect: 2.6; MC4R antag cAMP: 5.6; N-glyco inh: 42.3*; ABCB6 inh 2: 96.0; hiPSC survival: -4.2; HTR2A ag: -0.1; MC4R ag barr: -0.7; aDG glyco act: -0.1; ABHD5 PLIN5 PPI: 3.3

How did OCCNCC(O)Cn1ccc2ccccc21 (stereo not drawn) do in these assays?
Granule exo inh: -1.5; H9c2 protect: 3.7; MC4R antag cAMP: 3.1; N-glyco inh: 1.9; ABCB6 inh 2: 93.0; hiPSC survival: -3.3; HTR2A ag: 0.5; MC4R ag barr: -1.8; aDG glyco act: -0.1; ABHD5 PLIN5 PPI: 8.0

What do the screens show for `COc1ccc(C2CCc3cc4c(cc3C2=NO)OCO4)cc1OC` (stereo not drawn)?
Granule exo inh: -2.0; H9c2 protect: -14.1; MC4R antag cAMP: -0.5; N-glyco inh: -4.6; ABCB6 inh 2: 92.0; hiPSC survival: -2.2; HTR2A ag: 3.4; MC4R ag barr: 1.0; aDG glyco act: 0.6; ABHD5 PLIN5 PPI: 4.3

What do the screens show for `Cc1cc(/C=N/NC(N)=S)c(C)n1-c1ccc(Br)cc1`?
Granule exo inh: 0.4; H9c2 protect: -9.5; MC4R antag cAMP: -12.4; N-glyco inh: -6.6; ABCB6 inh 2: 100.0; hiPSC survival: -0.9; HTR2A ag: -3.5; MC4R ag barr: -2.8; aDG glyco act: 0.0; ABHD5 PLIN5 PPI: -13.3

What do the screens show for `O=C(CN1CCN(c2ccc(F)cc2)CC1)Nc1cccnc1Cl`?
Granule exo inh: -1.7; H9c2 protect: 1.6; MC4R antag cAMP: -0.3; N-glyco inh: -1.0; ABCB6 inh 2: 105.0; hiPSC survival: -0.9; HTR2A ag: -3.5; MC4R ag barr: -2.5; aDG glyco act: 0.1; ABHD5 PLIN5 PPI: -4.5

What do the screens show for `Cc1ccc(S(=O)(=O)NNC(=O)c2ccncc2)cc1[N+](=O)[O-]`?
Granule exo inh: 0.2; H9c2 protect: 3.2; MC4R antag cAMP: 4.8; N-glyco inh: -0.6; ABCB6 inh 2: 96.0; hiPSC survival: 0.8; HTR2A ag: 1.8; MC4R ag barr: -3.3; aDG glyco act: 0.0; ABHD5 PLIN5 PPI: -4.3

Results for CCCC/C=C/C(NC(=O)c1ccc(-c2ccccc2)cc1)c1ccccc1 (stereo not drawn) ?
Granule exo inh: 5.6; H9c2 protect: -2.0; MC4R antag cAMP: -1.0; N-glyco inh: -8.5; ABCB6 inh 2: 93.0; hiPSC survival: -2.3; HTR2A ag: -0.4; MC4R ag barr: 0.5; aDG glyco act: 0.0; ABHD5 PLIN5 PPI: 5.5

How did CCOc1ccccc1Nc1nc(N)nc(CN2CCCCC2C)n1 (stereo not drawn) do in these assays?
Granule exo inh: -1.1; H9c2 protect: 6.5; MC4R antag cAMP: 1.2; N-glyco inh: -2.0; ABCB6 inh 2: 97.0; hiPSC survival: 0.9; HTR2A ag: 3.4; MC4R ag barr: 0.4; aDG glyco act: 0.2; ABHD5 PLIN5 PPI: 7.4

Results for CCOC(=O)c1cn(Cc2cccc(Cl)c2)nn1 ?
Granule exo inh: 4.1; H9c2 protect: 6.2; MC4R antag cAMP: -7.1; N-glyco inh: -0.2; ABCB6 inh 2: 104.0; hiPSC survival: -1.1; HTR2A ag: 0.2; MC4R ag barr: -0.7; aDG glyco act: -0.1; ABHD5 PLIN5 PPI: 0.7

Results for CCOC(=O)N1CCN(S(=O)(=O)c2ccc(C(=O)Nc3ccc(F)cc3F)cc2)CC1 ?
Granule exo inh: 1.8; H9c2 protect: -5.1; MC4R antag cAMP: -21.0; N-glyco inh: 18.9; ABCB6 inh 2: 98.0; hiPSC survival: -0.1; HTR2A ag: -4.8; MC4R ag barr: -0.8; aDG glyco act: -0.1; ABHD5 PLIN5 PPI: -7.8

How did COc1ccc(CSc2nnc(-c3ccncc3)n2N)cc1 do in these assays?
Granule exo inh: -8.8; H9c2 protect: -0.3; MC4R antag cAMP: 1.2; N-glyco inh: 9.4; ABCB6 inh 2: 102.0; hiPSC survival: -0.5; HTR2A ag: 8.7; MC4R ag barr: -1.6; aDG glyco act: 0.1; ABHD5 PLIN5 PPI: 1.1

What do the screens show for `COc1ccc(NS(=O)(=O)c2ccc(NC(=O)c3ccccc3Br)cc2)nn1`?
Granule exo inh: -4.8; H9c2 protect: -7.0; MC4R antag cAMP: -2.0; N-glyco inh: 1.0; ABCB6 inh 2: 94.0; hiPSC survival: -1.5; HTR2A ag: -0.1; MC4R ag barr: -2.2; aDG glyco act: 0.0; ABHD5 PLIN5 PPI: 2.7
